# Screening data: PubChem, National Center for Advancing Translational Sciences (NCATS)
# TRb SRC2 PPI: inhibitors of human thyroid hormone receptor beta-SRC2 interaction; AID 1469; TRbeta-SRC2 peptide binding, fluorescence polarization; receptor liganded with 1 µM T3; 280,000 compounds, 0.065% hits; Potency, µM (titrated, usually from 106 µM), without a hit: at the highest dose activity change, negative = inhibition, usual class: inhibitors;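 also: plate controls were bound peptide for no effect and peptide without receptor for full effect; nearly all actives have a fitted effect of over 50% in size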
#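 Decrease in fluorescence polarization of 20 nM Texas Red SRC2 coactivator peptide flagged inhibition of its binding to 0.6 uM TRb LBD; 1 uM T3 included, incubation 5 hr, ex 555/em 632 nm.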
# Tau FP inhib: tau fibrillization inhibition (FP) | 280,000 compounds, 0.39% hits | P10636 | Potency, µM (doses to about 57.7 µM), for the others: top-dose activity, negative = inhibition, actives largely listed as inhibitors | K18 P301L tau heparin fibrillization, Alexa594 FP, 6 h; also: nearly all actives have a fitted effect of over 55% in size
#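 Steps: dispense K18 P301L tau (15 uM plus 0.24 uM Alexa 594 tracer, final) in pH 7 sodium acetate; add compound; add heparin (20 uM final); incubate 6 hr, 37 C; add ThT (30 uM final); after 1 hr ambient, read FP.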
# RGS12 GoLoco inh: RGS12 GoLoco-Gai1 interaction inhibition | AID 880 | P63096 | Potency, µM (series often up to 61.6 µM), for the others: top-dose activity, negative = inhibition, actives largely listed as inhibitors | Gai1:RGS12 GoLoco peptide FP, rhodamine, 10 min | 230,000 compounds, 0.44% hits; active = well fitted inhibition curve with a large enough effect, not every such curve was filed as active; inactive = no such curve, though single readings can be large or run the other way; also: nearly all actives have a fitted effect of over 30% in size; many of its hits are not listed in these tables
# Target sequence (P63096 whole entry, looked up): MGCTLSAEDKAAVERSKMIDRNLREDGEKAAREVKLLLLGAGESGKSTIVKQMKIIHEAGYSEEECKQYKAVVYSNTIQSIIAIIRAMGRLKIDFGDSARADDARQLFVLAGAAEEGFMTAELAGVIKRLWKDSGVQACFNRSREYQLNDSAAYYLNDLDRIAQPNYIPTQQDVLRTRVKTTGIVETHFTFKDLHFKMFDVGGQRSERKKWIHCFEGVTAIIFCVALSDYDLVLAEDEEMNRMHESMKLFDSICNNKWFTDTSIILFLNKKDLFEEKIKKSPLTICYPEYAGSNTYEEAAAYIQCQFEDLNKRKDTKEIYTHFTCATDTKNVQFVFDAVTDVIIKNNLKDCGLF
# TexasRed fluor: counter-screen for TRb-SRC2 inhibitors: fluorescence interference; 280,000 compounds, 0.29% hits; Potency, µM (top dose mostly 106 µM), inactives show at the top dose fluorescence change, negative = quenching; TRb/SRC2 Texas Red total fluorescence interference; active = well fitted curve in either direction with a large enough effect; inconclusive = small, poorly fitted or top-dose-only effect
#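 Human TRβ ligand-binding domain (0.6 uM) and Texas Red SRC2 peptide (20 nM) in Tris buffer with 1 uM T3 and 5% DMSO were incubated with pinned compound for 5 hr at ambient temperature. Total fluorescence was computed as S + 2P (555/632 nm).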
# Tau fibril ThT: inhibitors of human tau fibril formation, thioflavin T binding; P10636; recombinant tau K18 P301L, heparin-induced fibrillization, ThT fluorescence; Potency, µM (series often up to 57.4 µM), for the others: top-dose activity, negative = inhibition, hits mostly inhibitors; 270,000 compounds, 2.1% hits; also: nearly all actives have a fitted effect of over 55% in size
#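 Fibril formation assay: tau K18 P301L at 15 uM with trace Alexa 594 label, heparin inducer 20 uM, pH 7 sodium acetate buffer, 37 C for 6 hr; endpoint ThT signal.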
# KDM4E inh: inhibitors of human JMJD2E histone demethylase; AID 2147; JMJD2E catalytic domain, FDH-coupled NADH fluorescence (FDH is formaldehyde dehydrogenase); Potency, µM (titrated, usually from 57.1 µM), for inactives: at the highest dose activity change, negative = inhibition, hits mostly inhibitors; 230,000 compounds, 1.6% hits; active = well fitted inhibition curve with a large enough effect, not every such curve was filed as active; inconclusive = small, poorly fitted or top-dose-only effect, or another doubt; inactive = no such curve, though single readings can be large or run the other way;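 also: 0% = wells with enzyme and -100% = buffer wells without enzyme; nearly all actives have a fitted effect of over 50% in size; many of its hits are not listed in these tables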
# L3MBTL1 block: inhibitors of human L3MBTL1. Q9Y468. AlphaScreen L3MBTL1–H3K9me1 peptide binding. Potency, µM (doses to about 57.1 µM), inactives show at the highest dose activity, negative = inhibition, usual class: inhibitors. 230,000 compounds, 0.66% hits. AID 485360; also: nearly all actives have a fitted effect of over 60% in size
#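 First, the protein-peptide complex forms for 30 min at room temperature (L3MBTL1 50 nM, biotinylated H3K9me1 peptide 75 nM). Next, compounds are pin-transferred and incubated 30 min. Finally, AlphaScreen beads are added and read after 30 min.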
# RECQ1 helicase: RECQ1 (human) helicase inhibition. P46063. RECQ1 DNA unwinding, red fluorescence kinetic read. Potency, µM (doses to about 57.3 µM), without a hit: at the highest dose activity, negative = inhibition, most hits filed as inhibitors. 240,000 compounds, 0.54% hits;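 also: plate controls were vehicle for no effect and no enzyme for full effect; nearly all actives have a fitted effect of over 30% in size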
# Target sequence (P46063 whole entry, looked up): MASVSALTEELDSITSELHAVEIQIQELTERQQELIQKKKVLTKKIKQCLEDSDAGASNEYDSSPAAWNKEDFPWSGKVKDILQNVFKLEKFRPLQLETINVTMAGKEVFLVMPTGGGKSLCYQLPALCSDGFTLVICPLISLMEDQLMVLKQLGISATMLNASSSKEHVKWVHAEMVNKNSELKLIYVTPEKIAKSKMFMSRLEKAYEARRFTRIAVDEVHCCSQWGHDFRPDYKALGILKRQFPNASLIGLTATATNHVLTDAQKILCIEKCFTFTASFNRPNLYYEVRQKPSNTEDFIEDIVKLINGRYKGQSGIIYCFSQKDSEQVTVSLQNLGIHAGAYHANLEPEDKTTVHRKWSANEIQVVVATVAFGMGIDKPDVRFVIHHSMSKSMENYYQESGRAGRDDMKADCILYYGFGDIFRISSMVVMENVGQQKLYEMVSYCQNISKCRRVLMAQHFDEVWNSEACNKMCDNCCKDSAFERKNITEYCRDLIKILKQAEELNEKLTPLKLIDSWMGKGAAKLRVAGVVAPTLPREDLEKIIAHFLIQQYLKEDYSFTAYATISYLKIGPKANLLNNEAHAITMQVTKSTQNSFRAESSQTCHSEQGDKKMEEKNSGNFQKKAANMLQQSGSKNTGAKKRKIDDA
#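 RECQ1T1 50 nM; forked duplex (20 bp + 30-nt ss tails) 200 nM, ATP 2 mM final; pH 8.0, 2 mM MgCl2, 2.5 ug/ml poly(dI-dC); 15 min compound preincubation; discontinuous kinetic read over 2 h at RT.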
# * hit, by the source's call; i = inactive; ? = inconclusive; . = no result given; & = joins results of further samples; [ ] = remark or other dose. Unless noted, calls follow the shape of the dose curve; as a rule, active = well fitted curve in the direction sought with a large enough effect; inconclusive = small, poorly fitted or top-dose-only effect, or another doubt; inactive = no such curve, though single readings can be large; an effect the other way counts as inactive or inconclusive. Unless noted, % is scaled to controls: 0 for no effect and ±100 for the full control effect; potency is read from the fitted curve at half-maximal effect. The list is partial; rates above refer to the full screens.
# Every second line gives: RECQ1 helicase, KDM4E inh, TexasRed fluor, L3MBTL1 block, TRb SRC2 PPI, RGS12 GoLoco inh, Tau fibril ThT, Tau FP inhib
(1) NS(=O)(=O)c1cccc(NC(=O)COC(=O)c2cc(-c3ccc(Cl)cc3)nc3ccccc23)c1
  -1%, -2%, 1%, 2%, -2%, ., 3%, 0%
(2) CCC(=O)NC(=S)Nc1cccc(Cl)c1N1CCCC1
  i, -4%, 0%, -7%, 3%, 11%, 7%, -12%
(3) Oc1c(CN2CCCCC2)cc(COCc2ccccc2)c2cccnc12
  -2%, -3%, 1%, 13µM*, 10%, 9%, 6%, 9%
(4) CCN=C(Nc1ccc(Cl)cc1)c1cccnc1
  -8%, 5%, -2%, 3%, 3%, 0%, -2%, -3%
(5) N#CCSc1nnc(CNc2ccc(F)cc2)o1
  i, -3%, -5%, 2%, -9%, 6%, -12%, 1%
(6) O=C1COc2ccc(C(=O)COC(=O)Cn3cnc4ccccc43)cc2N1
  2%, -8%, -1%, 3%, -5%, -3%, -3%, 0%
(7) N[C@@H](C(=O)O)c1ccc(C(=O)O)cc1
  -6%&-5%, ?, 0%&0%, ., -7%&-3%, 97%&4%[activator], -3%&-13%, -3%&1%
(8) O=C(NCc1ccccc1)Oc1cccc(Cl)c1
  1%, 12%, -1%, 26%, -3%, 3%, 0%, 0%
(9) Cc1coc(NC(=O)CSc2nc(-c3ccc(Cl)cc3)cc(C(F)(F)F)c2C#N)n1
  21%, 3%, -2%, ., -3%, 11%, -14%, -12%
(10) COC(=O)c1cc(OC)c(OC)cc1NC(=O)c1cc(OC)cc(OC)c1
  i, 5%, 0%, 24%, 0%, -20%, -8%, -5%
(11) Cn1c(CSCc2ccccc2)nnc1SCC(=O)Nc1ccc(C(=O)O)cc1
  i, 2%, -1%, 15%, -2%, 12%, -1%, -3%
(12) CC(C)(C)OC(=O)N1CCC(c2c(C(=O)Nc3ccc4c(c3)OCCO4)cnn2-c2ccc(Cl)cc2)CC1
  ., ., 1%, ., 3%, ., 0%, 3%
(13) CCOc1ccc(C(=O)/C=C/Nc2ccc(S(=O)(=O)Nc3onc(C)c3C)cc2)cc1
  2%, 1%, -2%, -16%, 5%, -5%, 4%, 6%
(14) COCCn1c(=NC(=O)c2ccc3c(c2)OCCO3)sc2cc(NC(C)=O)ccc21
  ., ., 1%, ., 2%, ., -16%, -11%
(15) O=S(=O)(c1ccc(Cl)c(F)c1)N1CCC(c2nc(-c3ccncc3)no2)CC1
  -12%, 2%, -5%, 3%, -3%, -11%, 4%, 1%
(16) Cc1ccc(OCC(=O)N2CCOCC2)c([N+](=O)[O-])n1
  i, 2%, -2%, ., -4%, 2%, 3%, 7%
(17) O=C(O)CCC(=O)NNC(=O)c1ccc(Br)cc1
  i, 2%, -2%, 14%, -3%, 1%, -8%, -2%
(18) Cc1ccccc1CN(c1ccc(C(=O)NCC2CCCO2)cc1)S(C)(=O)=O (stereo not given)
  ?, 1%, 0%, 6%, -2%, -11%, 6%, 1%
(19) CCOc1cc(S(=O)(=O)NCCc2ccc(OC)c(OC)c2)c(OCC)cc1-n1cnnn1
  1%, -2%, -1%, ., -1%, -9%, -14%, 0%
(20) CC(=O)c1c(CC(=O)O)[nH]n(-c2nc3ccccc3s2)c1=O
  4%, -1%, 2%, ., 4%, 45%, -5%, ?
(21) COc1ccc(N(CCCN2C(=O)c3cccc4cccc(c34)C2=O)C(=O)c2ccncc2)cc1
  -3%, ?, -3%, -4%, -2%, 5%, -10%, 5%
(22) COc1cc(N)c(Cc2nccc3cc(OC)c(OC)cc23)cc1OC
  -27%, -29%, 22%, -6%, 8%, 14%, ?, -8%
(23) CCn1c2ccccc2c2cc(NC(=O)COc3ccc(C)cc3C)ccc21
  ., ., -2%, ., 8%, ., ?, -5%
(24) CC(=O)c1cccc(NC(=O)C(C)OC(=O)CNC(=O)c2ccc(C)s2)c1 (stereo not given)
  -5%, 0%, -5%, -26%, -4%, 7%, -1%, -3%
(25) Cc1ccccc1Cn1ccc(NC(=O)c2nn(C)cc2[N+](=O)[O-])n1
  -2%, -9%, -2%, 3%, -4%, 13%, -4%, -3%
(26) CN(C)c1ccc(/C=N/N2C(=O)c3ccccc3C2=O)cc1
  i, -14%, -4%, ., -3%, -16%, ?, 6%
(27) N#Cc1c(Cl)nsc1NC(=O)c1ccccc1
  -1%, -3%, -1%, 34%, 2%, 11%, -8%, 4%
(28) Cc1ccnc(SCc2cc(=O)c(OC(=O)c3ccco3)co2)n1
  -6%, -2%, -3%, -7%, -5%, 2%, -15%, -2%
(29) COc1ccc(CN2C(=O)CCC2(C)C(=O)NCc2cccnc2)c(OC)c1 (stereo not given)
  i, 0%, -4%, -5%, -5%, 4%, -3%, -4%
(30) COc1ccc(F)cc1C(=O)C1CCCN(Cc2ccc(Sc3nncn3C)o2)C1 (stereo not given)
  -7%, -28%, -2%[53 µM], 0%, -5%[53 µM], 10%, -6%, -3%
(31) O=C(Nc1ccccc1)Nc1nc2ccccc2s1
  -2%, -1%, -1%, 3%, 8%, -1%, ?, -11%
(32) CC1(C)NC(=O)N(CC(O)COc2cccc(F)c2)C1=O (stereo not given)
  -7%, -5%, 1%, 2%, -14%, 7%, -3%, 8%
(33) Cc1nc(NCc2ccccn2)c2ccccc2n1
  0%, 0%, -3%, 0%, -7%, 4%, -8%, 5%
(34) Cn1cc(CN2CCN(Cc3ccccc3)C(CCO)C2)c(-c2ccccc2)n1 (stereo not given)
  -5%, -7%, -3%, 8%, 0%, -4%, -12%, -9%
(35) Cc1cc2ncn(C(=O)N3CCCCC3)c2cc1C
  i, 10%, -2%, -10%, -10%, -5%, -5%, 4%
(36) O=C(/C=C/c1cccc([N+](=O)[O-])c1)Nc1cccc(NC(=O)c2cccs2)c1
  ?, 2%, -7%, -17%, -3%, 9%, ?, ?
(37) NC(=O)CNC(=O)[C@@H]1CC2(CC(c3cccc([N+](=O)[O-])c3)=NO2)CN1C(=O)c1ccccc1 (stereo not given in full)
  2%, -6%, -1%, -6%, -19%, -6%, 5%, ?
(38) CC1CN(C(=O)Nc2ccc(C(=O)NCCc3ccccc3)cc2)c2ccccc2S1 (stereo not given)
  ., ., -1%, ., 3%, ., -8%, ?
(39) N=C1SC(c2ccccc2)C(=O)N1c1ncc(Cc2ccccc2)s1 (stereo not given)
  i, -9%, 1%, 0%, -2%, 10%, -8%, -6%
(40) CCOc1ccc(C2C(=O)N(C3CCCCCC3)CC(=O)N2CCc2ccc(Cl)cc2)cc1OC (stereo not given)
  ., ., 0%, ., 4%, ., 0%, 6%
(41) COc1cc(C(=O)NC(=S)Nc2nccs2)cc(OC)c1OC
  -1%, -2%, -2%, 0%, 2%, 13%, -5%, -4%
(42) NC(=O)c1ccccc1NC(=O)/C=C/c1ccc(Cl)cc1
  -14%, ?, 0%, -1%, -6%, -3%, -11%, -4%
(43) O=C1C2C(C(=O)N1/N=C/c1cc(Br)cc([N+](=O)[O-])c1O)C1C=CC2C12CC2 (stereo not given)
  -10%, 4%, -1%, -8%, 8%, 4%, 7.9µM*, -1%
(44) CCOC(=O)c1sc(=S)n(-c2ccc(Cl)cc2)c1SC
  -1%, 9%, -4%, -15%, 0%, 4%, 0%, 0%
(45) OC[C@H]1O[C@H](n2cnc3c(NC4CCCC4)nc(Cl)nc32)[C@@H](O)[C@@H]1O
  0%, 0%, 2%, ., -5%, 6%, -8%, -9%
(46) Cc1ccc(-c2cc(C(=O)OCC(=O)N(C)C3CCS(=O)(=O)C3)c3ccccc3n2)c(C)c1 (stereo not given)
  -9%, ?, -6%, 19%, -8%, 9%, -16%, -4%

# 2 entries drawn at random from those above:
# Every second line gives: RECQ1 helicase, KDM4E inh, TexasRed fluor, L3MBTL1 block, TRb SRC2 PPI, RGS12 GoLoco inh, Tau fibril ThT, Tau FP inhib
(39) N=C1SC(c2ccccc2)C(=O)N1c1ncc(Cc2ccccc2)s1 (stereo not given)
  i, -9%, 1%, 0%, -2%, 10%, -8%, -6%
(45) OC[C@H]1O[C@H](n2cnc3c(NC4CCCC4)nc(Cl)nc32)[C@@H](O)[C@@H]1O
  0%, 0%, 2%, ., -5%, 6%, -8%, -9%

# 3 compounds from above, sorted by length of the SMILES, lowest first.
# Every second line gives: RECQ1 helicase, KDM4E inh, TexasRed fluor, L3MBTL1 block, TRb SRC2 PPI, RGS12 GoLoco inh, Tau fibril ThT, Tau FP inhib
(33) Cc1nc(NCc2ccccn2)c2ccccc2n1
  0%, 0%, -3%, 0%, -7%, 4%, -8%, 5%
(34) Cn1cc(CN2CCN(Cc3ccccc3)C(CCO)C2)c(-c2ccccc2)n1 (stereo not given)
  -5%, -7%, -3%, 8%, 0%, -4%, -12%, -9%
(45) OC[C@H]1O[C@H](n2cnc3c(NC4CCCC4)nc(Cl)nc32)[C@@H](O)[C@@H]1O
  0%, 0%, 2%, ., -5%, 6%, -8%, -9%

# Complete entries, quoted from the list:
# N=C1SC(c2ccccc2)C(=O)N1c1ncc(Cc2ccccc2)s1 (stereo not given) is listed as RECQ1 helicase = i; KDM4E inh = -9%; TexasRed fluor = 1%; L3MBTL1 block = 0%; TRb SRC2 PPI = -2%; RGS12 GoLoco inh = 10%; Tau fibril ThT = -8%; Tau FP inhib = -6%
# COc1ccc(CN2C(=O)CCC2(C)C(=O)NCc2cccnc2)c(OC)c1 (stereo not given) is listed as RECQ1 helicase = i; KDM4E inh = 0%; TexasRed fluor = -4%; L3MBTL1 block = -5%; TRb SRC2 PPI = -5%; RGS12 GoLoco inh = 4%; Tau fibril ThT = -3%; Tau FP inhib = -4%
# COC(=O)c1cc(OC)c(OC)cc1NC(=O)c1cc(OC)cc(OC)c1 is listed as RECQ1 helicase = i; KDM4E inh = 5%; TexasRed fluor = 0%; L3MBTL1 block = 24%; TRb SRC2 PPI = 0%; RGS12 GoLoco inh = -20%; Tau fibril ThT = -8%; Tau FP inhib = -5%
